Screening results as filed in PubChem BioAssay.
CHRM1 antagonist: human CHRM1 antagonism; 360,000 compounds, 1.3% hits; AID 588852; inhibition, % at 3 µM; P11229; CHO-K1 hM1, Fluo-8 calcium fluorescence, ACh EC80 antagonist;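 active = percent inhibition above its own plate's cutoff, namely the mean of that plate's compound wells plus 3 SD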;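 also: peak over basal fluorescence ratio during 140 s after agonist addition; 0% = ACh EC80 plus DMSO and 100% = DMSO alone without agonist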
Target sequence (P11229 whole entry, looked up): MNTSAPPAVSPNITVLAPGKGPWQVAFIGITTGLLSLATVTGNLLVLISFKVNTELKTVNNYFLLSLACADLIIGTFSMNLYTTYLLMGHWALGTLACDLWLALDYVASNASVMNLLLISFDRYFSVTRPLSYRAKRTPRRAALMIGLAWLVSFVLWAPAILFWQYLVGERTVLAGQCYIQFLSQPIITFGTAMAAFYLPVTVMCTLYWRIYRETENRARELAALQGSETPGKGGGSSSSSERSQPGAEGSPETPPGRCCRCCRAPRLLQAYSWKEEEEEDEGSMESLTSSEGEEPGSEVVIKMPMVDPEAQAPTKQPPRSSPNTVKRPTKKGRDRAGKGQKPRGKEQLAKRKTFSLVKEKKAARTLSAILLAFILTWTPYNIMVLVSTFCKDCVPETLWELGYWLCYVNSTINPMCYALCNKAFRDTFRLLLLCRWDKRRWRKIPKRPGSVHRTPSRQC
OXTR agonist: agonists of human oxytocin receptor | P30559 | CHO-OTR cells, Fluo-8 calcium fluorescence; normalized: DMSO 0%, oxytocin 100% | activation, % at 3 µM | 320,000 compounds, 0.32% hits;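 active = activation above the mean of all tested compounds plus 3 SD, cutoff set per screening run, cut at about 20% in these data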;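 also: peak over basal fluorescence ratio from a 100 s FLIPR kinetic read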
Target sequence (P30559 whole entry, looked up): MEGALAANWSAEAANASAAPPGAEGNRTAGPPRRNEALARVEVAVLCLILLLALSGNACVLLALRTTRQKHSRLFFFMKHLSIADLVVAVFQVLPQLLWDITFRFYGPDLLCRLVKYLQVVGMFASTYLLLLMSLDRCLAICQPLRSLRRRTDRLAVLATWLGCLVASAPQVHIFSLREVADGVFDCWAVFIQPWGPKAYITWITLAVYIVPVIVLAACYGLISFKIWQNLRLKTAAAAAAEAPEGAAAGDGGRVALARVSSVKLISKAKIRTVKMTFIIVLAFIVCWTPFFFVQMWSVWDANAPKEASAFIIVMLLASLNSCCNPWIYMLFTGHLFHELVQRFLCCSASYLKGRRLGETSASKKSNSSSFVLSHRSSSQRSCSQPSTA
TAAR1 antagonist: antagonists of human TAAR1; inhibition, % at 3 µM; 360,000 compounds, 1.5% hits; Q96RJ0; CHO RD-HGA16 TAAR1, Fluo-8 calcium fluorescence, antagonist;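 active = inhibition above a per-plate cutoff, the mean inhibition of test compounds on that plate plus 3 SD, cut at about 49% in these data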;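 also: 0% = DMSO plus EC80 beta-PEA response and 100% = DMSO alone without agonist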
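Test system: CHO RD-HGA16 cells bearing hTAAR1 | Reagent: β-PEA, EC80 | Compound dosing: 3 µM, single point | Schedule: Dye loading 75 min at 37 °C, then 30 min room temperature | Signal: Calcium fluorescence with Fluo-8 | Evaluation: Percent inhibition of PEA-evoked calcium signal, max/basal emission ratio | Control set: DMSO-only wells and EC80 β-PEA-stimulated wells | Repeats: Singlicate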
M1 PAM: potentiates human M1 receptor response to acetylcholine; 360,000 compounds, 0.088% hits; P11229; activation, % at 3 µM; CHO-K1 hM1, Fluo-8 calcium fluorescence, ACh EC20; 0% = ACh EC20, 100% = maximal ACh; in the data active = activation above about 19%, passing the limit was not always enough
M1 ag: agonists of human M1 muscarinic receptor. P11229. CHO-K1 hM1, Fluo-8 calcium fluorescence, agonist mode; 0% DMSO, 100% acetylcholine EC100. activation, % at 3 µM. 360,000 compounds, 0.33% hits;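 active = activation above the run's mean compound activation plus 3 SD, cut at about 16% in these data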;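 also: peak over basal fluorescence ratio within a 140 s kinetic read after compound addition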
V1R ag counter: activates human V1a receptor in oxytocin agonist counter-screen. P37288. CHO-V1R cells, Fluo-8 calcium fluorescence, agonist mode; 0% DMSO, 100% 3 nM vasopressin. activation, % at 3 µM. 320,000 compounds, 0.25% hits;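 active = activation above the mean activation of all tested compounds plus 3 SD, per screening run, cut at about 20% in these data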;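 also: signal is peak over basal fluorescence ratio across a 100 second FLIPR read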
OXTR potentiate: potentiates the human oxytocin receptor response. P30559. CHO-OTR cells, Fluo-8 calcium fluorescence, potentiator mode; 0% = oxytocin EC15, 100% = EC100. activation, % at 3 µM. 320,000 compounds, 0.061% hits. AID 2445;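 active = activation above that plate's cutoff, the mean activation of tested compounds plus 3 SD, cut at about 6.6% in these data, passing the limit was not always enough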;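 also: 100% uses oxytocin at 75 nM as the full agonist control; some results filed as inactive read as strong as hits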
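Assay system: CHO cell line stably expressing human OTR | Also added: Oxytocin at about EC15, sub-maximal agonist stimulus | Times: Compound 6 min at room temperature before oxytocin, 100 s read | Measured by: Fluo-8 intracellular calcium fluorescence, ex 470-495, em 515-575 nm | Controls: EC15 oxytocin alone as 0%, 75 nM oxytocin as 100%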
TAAR1 ag: human TAAR1 agonism; Q96RJ0; activation, % at 3 µM; AID 624467; 360,000 compounds, 0.99% hits; CHO RD-HGA16 TAAR1, Fluo-8 calcium fluorescence; vehicle wells 0%, saturating PEA agonist 100%;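 active = activation above the mean activation of all test compounds in the run plus 3 SD, cut at about 38% in these data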
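Test system: RD-HGA16 (CHO) cells co-expressing Gα16 and hTAAR1 | Doses: Single dose, 3 µM | Schedule: 17-24 h seeding, 75 min 37 °C dye, 30 min RT | Evaluation: % activation from peak over basal fluorescence ratio, DMSO-to-PEA scaled | Technique: Kinetic Fluo-8 calcium fluorescence | Benchmarks: Low control DMSO, high control PEA (EC100)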
CHO parental Ca: signal in parental CHO cells, OX1R antagonist counter-screen | parental CHO-K1, ATP-induced calcium, Fluo-8 fluorescence | 330,000 compounds, 0.63% hits | inhibition, % at 5.6 µM | AID 463079;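 active = inhibition above that plate's mean sample inhibition plus 3 SD, cut at about 26% in these data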;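 also: 0% = ATP-challenged DMSO wells and 100% = DMSO wells without ATP; some compounds past the cut are filed as inactive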
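Material: parental CHO cells / Compound: single nominal dose of 5.6 µM per compound / Signal: Fluo-8 fluorescence / Replicates: singlicate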
An asterisk follows results filed as active; . = not tested or not shown.

Sequence of screens – CHO parental Ca | OXTR potentiate | M1 PAM | M1 ag | TAAR1 ag | V1R ag counter | OXTR agonist | CHRM1 antagonist | TAAR1 antagonist
1) COc1cccc(NC(=O)c2ccc(N3C(=O)C4CCC(C)CC4C3=O)cc2)c1 (stereo not given)
    -3.9 | 0.1 | -1.1 | 0.4 | 14.5 | 0.8 | 0.4 | 4.7 | 38.6
2) COC(=O)c1ccc(C23CC4(C2)[C@H](CN(C)[C@@H]4c2ccccc2)C3c2ccc(C(F)(F)F)cc2)cc1 (stereo not given in full)
    -27.2 | -6.7 | -4.4 | -8.2 | 20.6 | -0.7 | -0.8 | 8.4 | 0.8
3) O=C(CSc1nc2ccccc2o1)N/N=C/c1ccco1
    -12.8 | -6.5 | 1.8 | -3.2 | 2.0 | 0.1 | 0.6 | -5.4 | -20.7
4) Nc1c(-c2ccc(Cl)cc2)cnn1-c1cc(C(F)(F)F)cc(C(F)(F)F)c1
    -5.0 | -8.1 | -0.2 | -3.9 | 0.9 | -0.1 | -3.4 | 8.7 | -34.3
5) CCS(=O)(=O)Nc1cc(C(=O)O)ccc1C
    3.4 | -15.3 | 6.3 | -3.7 | 8.6 | 0.5 | -0.6 | 2.6 | 18.4
6) CCN1CCN(c2ccc(S(=O)(=O)N3CCOCC3)cc2NC(=O)/C=C/c2ccc(OC)cc2OC)CC1
    -6.5 | -3.2 | 6.0 | -6.9 | 0.7 | -0.1 | -0.3 | -13.3 | -6.2
7) CCOc1ccc(CCNC(=O)Cn2ccc3ccccc3c2=O)cc1OCC
    -12.4 | -4.6 | 4.2 | -3.2 | -0.3 | -0.5 | -1.9 | -7.6 | -45.7
8) CC(=O)NC(c1ccccc1)c1cc(Cl)c2cccnc2c1O (stereo not given)
    -12.9 | -9.0 | 5.1 | -5.1 | -0.7 | 0.1 | -1.2 | -11.9 | -4.8
9) CC1(C(=O)NS(=O)(=O)Cc2cccc(Cl)c2)CCN1C(=O)c1ccc(C2CCCCC2)cc1 (stereo not given)
    . | . | 7.6 | -1.7 | -1.0 | . | . | -14.2 | -3.7
10) COc1ccccc1OCC(=O)NC1CCSc2ccccc21 (stereo not given)
    -18.9 | -3.1 | 3.6 | -7.1 | -0.9 | -0.5 | -2.6 | -3.8 | 2.4
11) Cc1[nH]c2ccccc2c1C(=O)CN1C(=O)NC2(CC(C)CC(C)(C)C2)C1=O (stereo not given)
    -7.1 | -11.1 | -1.6 | 9.5 | 17.0 | 7.8 | 7.5 | 12.2 | 53.4*
12) CCC(C)(C)C1CCc2c(sc(NC(=O)c3ccoc3C)c2C(N)=O)C1 (stereo not given)
    -14.7 | -5.1 | 3.3 | -2.1 | 3.7 | 1.1 | 1.2 | -20.5 | -32.3
13) CCOC(=O)N1CCN(C(=O)CSc2nnc(Cc3ccccc3)o2)CC1
    -17.7 | 4.2 | 6.3 | -6.0 | 0.1 | 1.3 | 0.7 | -18.1 | -19.0
14) O=C(NCCc1c[nH]c2ccccc12)C(F)(F)C(F)F
    30.3 | -16.0 | 6.7 | -1.9 | 7.6 | 3.9 | 0.8 | -7.4 | -2.9
15) CC(C)(C)c1[nH]nc2c1C(c1ccncc1)C(C#N)=C(N)O2 (stereo not given)
    -4.9 | -2.1 | 4.0 | -3.6 | 8.9 | 1.1 | 0.0 | -7.3 | 3.6
16) Cc1[nH]c2ccccc2c1CCO
    7.1 | -8.3 | 1.9 | -1.3 | 1.3 | -0.3 | 0.8 | -4.6 | -5.8
17) CCCn1c(N2CCN(C(=O)N3CCCCC3)CC2)nc2ccccc21
    -14.9 | -7.5 | 9.9 | -3.3 | 7.8 | 0.1 | -0.6 | -10.9 | -24.4
18) O=C(c1ccc(N2CCN(C(=O)c3ccccc3Br)CC2)cc1)c1cccc(F)c1
    13.5 | -15.6 | -10.7 | 0.6 | 7.7 | 10.4 | 6.0 | 23.1 | 44.8
19) CCOc1ccc(NC(=O)C2CCN(C(=O)NCc3ccccc3)CC2)cc1
    -15.5 | -0.5 | -4.3 | -3.6 | 7.3 | -0.7 | -1.6 | 9.3 | 4.0
20) CCCc1nc2ccccc2c(=O)n1N
    -6.8 | 3.6 | 8.1 | -3.5 | 3.8 | 0.7 | -0.9 | -23.8 | -3.7
21) CC(=O)c1ccc(Nc2nc(C)cc(C)n2)cc1
    -23.7 | -3.7 | 8.2 | -7.1 | -3.4 | -0.6 | -2.8 | -8.4 | -0.7
22) COc1ccc(N(C(=O)c2ccco2)C(C(=O)NC2CCCC2)c2cccs2)cc1OC (stereo not given)
    -24.9 | -9.4 | 9.4 | -3.9 | 4.0 | -0.4 | -1.1 | -13.6 | -9.1
23) COC(=O)N1c2ccccc2CCc2ccccc21
    -6.7 | 2.3 | 0.9 | -9.6 | -2.9 | -2.0 | -1.9 | -0.7 | -18.1
24) C=CCOc1ccc(/C(O)=C2\C(=O)C(=O)N(CCN(C)C)C2c2cccs2)cc1 (stereo not given)
    -13.1 | -7.4 | 8.9 | -5.2 | 2.5 | 2.1 | 1.5 | -6.8 | -0.3
25) NC(=O)c1ccc(N2CCC(C(N)=O)CC2)c([N+](=O)[O-])c1
    -6.4 | 0.8 | 8.4 | -1.6 | 0.0 | 0.1 | 1.0 | -11.4 | -7.1
26) COC(=O)c1ccc(-c2noc(CN(Cc3ccncc3)CC3CCCO3)n2)cc1 (stereo not given)
    -20.4 | 0.5 | 1.5 | -7.5 | 0.6 | 3.2 | 1.0 | -7.8 | 12.8
27) CCCCC(=O)NNC(=O)N1c2ccccc2Sc2ccccc21
    -15.9 | -8.7 | 5.4 | -8.2 | 3.4 | -1.5 | -2.0 | -12.5 | -15.6
28) O=C1C=C(c2cc3ccccc3o2)C[C@@H](c2ccc(F)cc2)C1
    -24.1 | -2.2 | 1.4 | -7.5 | 2.2 | 0.8 | -0.7 | -7.3 | 30.1
29) COC(=O)c1sc(NC(=O)CSc2nnnn2-c2cccc(OC)c2)nc1C
    -13.2 | -2.2 | -4.1 | -2.6 | 0.8 | 0.6 | 2.2 | 7.4 | 10.5
30) O=C(NCc1ccccc1)c1cc(C2CCCCN2C(=O)CCc2ccccc2)on1 (stereo not given)
    . | . | 12.3 | 0.2 | 1.0 | . | . | -28.6 | -14.5
31) Cc1ncc(CO)c(CNc2ccc(Oc3ccccc3)cc2)c1O
    . | . | -6.1 | 0.2 | 0.9 | . | . | 10.0 | 0.3
32) O=C(CSC(=S)N1CCCC1)N/N=C/c1c(O)[nH]c(=S)[nH]c1=O
    -10.9 | -9.4 | -0.3 | -4.9 | 5.5 | 1.3 | 2.1 | -0.7 | -16.8
33) COc1cc2c(cc1OC)-c1nncn1C(C)(C)C2
    0.6 | 0.7 | 6.3 | -1.0 | 2.6 | 0.6 | -0.7 | -9.1 | 6.0
34) O=C(CSc1cccc(C(F)(F)F)c1)Nc1nnc(C2CC2)s1
    4.5 | -1.5 | 5.1 | -4.8 | 3.3 | 2.6 | -0.6 | -9.8 | -24.2
35) CC1CCCc2sc3nc(N4CCN(CCO)CC4)n4ncnc4c3c21 (stereo not given)
    -2.9 | -15.3 | 7.2 | -0.9 | 13.8 | 1.2 | 4.5 | 3.2 | 13.4
36) Cc1c(C(=O)N2CCN(c3ccc(C(F)(F)F)cn3)CC2)oc2ccccc12
    -13.2 | -4.9 | -3.5 | -4.9 | 6.8 | 0.9 | -1.6 | -7.8 | 32.5
37) COc1ccc(CC(C(=O)Nc2cc(C)ccc2C)/C(N)=N/O)cc1 (stereo not given)
    -8.2 | -3.5 | 4.8 | -3.2 | 7.5 | 0.3 | 1.2 | -6.7 | 14.9
38) O=C(NC1CSCC1OC(=O)c1ccccc1)c1ccccc1 (stereo not given)
    -10.1 | -0.1 | 0.6 | -4.2 | -2.1 | -1.4 | -0.6 | 0.2 | -2.4
39) Cc1ccc(C)c(CN2CCN(c3ncccn3)CC2)c1
    -3.1 | 6.3 | 9.4 | -5.7 | 11.0 | -0.1 | -1.6 | -11.5 | -10.9
40) CCOC(=O)C[C@H]1c2ccccc2S(=O)(=O)N1Cc1cccc(C(F)(F)F)c1
    2.8 | -7.3 | 0.2 | -4.1 | 2.8 | 3.6 | 2.2 | 3.5 | -9.1
41) Cc1ccc(OCCC(=O)OCC(=O)NNC(=O)c2ccccc2)cc1
    -0.2 | -3.9 | 7.1 | -3.8 | -0.3 | 0.6 | -1.5 | -15.2 | -7.1
42) COc1ccc(CC(NC(C)=O)C(=O)NC2CCN(c3nnnn3-c3ccccc3)CC2)cc1 (stereo not given)
    6.1 | -2.9 | -1.1 | -4.8 | 11.5 | 0.8 | 0.1 | -3.9 | -0.1
43) COc1ccc(NC(=O)c2cc(C)nn2-c2ccccc2)cc1
    -8.9 | -10.6 | 0.1 | -2.0 | -1.0 | -0.1 | 0.1 | -0.8 | 0.8
44) O=C(CSc1n[nH]c(=O)n1C1CC1)N1N=C(c2ccc(Cl)cc2)CC1c1ccco1 (stereo not given)
    -21.4 | -5.1 | -0.6 | -4.1 | -2.5 | 2.1 | 1.6 | -1.4 | 2.9
45) C=C(C1=CCN(S(=O)C(C)(C)C)[C@H]1CCO)c1ccccc1 (stereo not given in full)
    . | . | 5.0 | 0.8 | 4.8 | . | . | -9.2 | -11.8
46) COc1ccc(C(=O)NC(C(=O)NCCc2ccc3c(c2)OCCO3)C(C)C)cc1 (stereo not given)
    -33.2 | 0.9 | 8.6 | -3.8 | 10.7 | -1.0 | -1.5 | -3.0 | -3.6
47) Cc1ccc(-c2nnn(CC(=O)N3CCCCC3)n2)cc1
    -1.4 | -11.6 | 21.6 | 0.9 | 0.5 | -0.5 | -0.2 | -15.9 | -12.5
48) CSc1ccccc1C(=O)Nc1ccc2c(c1)CCC2
    -12.9 | -5.2 | 7.2 | -4.2 | -2.1 | 0.9 | -2.2 | -17.7 | 4.6

2 records drawn at random from those above, as already listed:
Sequence of screens – CHO parental Ca | OXTR potentiate | M1 PAM | M1 ag | TAAR1 ag | V1R ag counter | OXTR agonist | CHRM1 antagonist | TAAR1 antagonist
46) COc1ccc(C(=O)NC(C(=O)NCCc2ccc3c(c2)OCCO3)C(C)C)cc1 (stereo not given)
    -33.2 | 0.9 | 8.6 | -3.8 | 10.7 | -1.0 | -1.5 | -3.0 | -3.6
31) Cc1ncc(CO)c(CNc2ccc(Oc3ccccc3)cc2)c1O
    . | . | -6.1 | 0.2 | 0.9 | . | . | 10.0 | 0.3
